Pf apPOL inh: Pf-apPOL DNA polymerase inhibition; inhibition, % at 10 µM; AID 1794808; Recombinant Pf-apPOL, molecular beacon fluorescence, 1.5 h; 0.25% of 210,000 active
mHTT-CaM PPI inh: mHTT-calmodulin interaction abrogation; P42858; AlphaScreen His-mHTT/GST-CaM binding, luminescence; inhibition, % at 15 µM; 3.6% of 190,000 active;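 further: 0% = both proteins with DMSO and 100% = one protein alone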
* = called active by the depositor; nt = no result given; & = joins results of further samples. No stated cut-off is given here; in the data, active means inhibition above about 50%; inactive means the rest.

SMILES | Pf apPOL inh | mHTT-CaM PPI inh
Cc1ccc(NC(=O)CC2Sc3ccccc3NC2=O)c([N+](=O)[O-])c1 (stereo not drawn) | -10 | 16
COc1ccc(C2=NOC(C(=O)NCCc3ccccc3)C2)cc1 (stereo not drawn) | -3 | 0
Fc1ccccc1-c1nc(NCc2ccco2)c2ccccc2n1 | -6 | 5
CCOCCCNC(=O)c1cnn2c(C)c(Cc3c(F)cccc3Cl)c(C)nc12 | -13 | 12
O=C(NCc1ccco1)C1c2ccccc2Oc2ccccc21 | -5 | -6
Cc1cc(N(C)C)n2nc(CN3CCCC(C)C3)nc2n1 (stereo not drawn) | 0 | -3
Cc1ccc(S(=O)(=O)N2CCC(n3cnc4c(C)cccc4c3=O)CC2)cc1F | -2 | -2
CC(=O)Oc1ccc2cc(-c3coc4cc(C)cc(C)c34)c(=O)oc2c1 | -9 | -4
CCN(CC)C(=O)N1CCc2c(nc(-c3ccc(F)cc3)[nH]c2=O)C1 | 2 | -5
CC(C)NC(=O)c1ccccc1NC(=O)c1ccc([N+](=O)[O-])cc1 | 6 | -3
CCOC(CNC(=O)c1ccc2c(c1)nc(C)n2-c1cc(C)cc(C)c1)OCC | -13 | 31
CN1CCN(Cc2cccc(Oc3ccccc3)c2)CC1 | 1 | 2

Reprinted from the part before: six compounds; new compounds follow.
SMILES | Pf apPOL inh | mHTT-CaM PPI inh
Cc1ccc(S(=O)(=O)N2CCC(n3cnc4c(C)cccc4c3=O)CC2)cc1F | -2 | -2
CC(=O)Oc1ccc2cc(-c3coc4cc(C)cc(C)c34)c(=O)oc2c1 | -9 | -4
CCN(CC)C(=O)N1CCc2c(nc(-c3ccc(F)cc3)[nH]c2=O)C1 | 2 | -5
CC(C)NC(=O)c1ccccc1NC(=O)c1ccc([N+](=O)[O-])cc1 | 6 | -3
CCOC(CNC(=O)c1ccc2c(c1)nc(C)n2-c1cc(C)cc(C)c1)OCC | -13 | 31
CN1CCN(Cc2cccc(Oc3ccccc3)c2)CC1 | 1 | 2
Cc1cccnc1NC(=O)c1ccccc1C(=O)O | -4 | -4
CCOc1ccc(-c2nc3cc(NC(=O)c4ccc(F)cc4)ccc3o2)cc1 | -3 | 4
CCN(CC)CCCNC(=O)C1c2cc(OC)c(OC)cc2C(=O)N(C)C1c1ccccc1F (stereo not drawn) | 0 | -8
COc1ccc(OC)c(Nc2ncnc3c2cnn3-c2ccc(Cl)cc2)c1 | -5 | 7
Cc1cn(C)nc1C(=O)N(CCN1CCOCC1)c1nc2c(C)ccc(C)c2s1 | -6 | -5
CCCCc1ccc(C2=C(C#N)C(N)=C(C#N)C3=CCCCC32)s1 (stereo not drawn) | nt | 31
O=C(Nc1ccc(I)cc1)c1ccco1 | -13 | -11
COc1ccc(N2C(=O)CSC2c2ccccc2F)cc1Cl (stereo not drawn) | -2 | -2
O=C(NC1CCCC1)c1csc(Nc2ccc(F)c(F)c2)n1 | 0 | -2
O=C(COc1cccc(Cl)c1)N1CCc2c(nc3cc[nH]n3c2=O)C1 | 1 | -4
COc1ccc(N2CC(c3nnc(NC(=O)COc4ccccc4C)o3)CC2=O)cc1 (stereo not drawn) | 2 | 5
Cc1ccccc1-c1noc(CS(=O)(=O)c2ccccc2)n1 | -2 | -31
N=C1S/C(=C\c2ccccc2)C(=O)N1c1ccc2c(c1)OCO2 | 3 | 0
Cc1ccc(-n2[nH]c(C)c(C=Nc3ccc([N+](=O)[O-])cc3C)c2=O)cc1C | -5 | 1
N#Cc1nc2c(-c3nc4ccccc4[nH]3)c(N)n(Cc3ccco3)c2nc1C#N | -1 | 38
O=C(NCC1CCCCC1)C1CCN(c2cncnc2N2CCOCC2)CC1 | -5 | 1
CCCC(=O)N1CCC(n2nnc3cc(F)ccc3c2=O)CC1 | -11 | 0
COc1ccc(C2c3sc(=O)[nH]c3SCC2C#N)cc1 (stereo not drawn) | -3 | 7
Cc1cccc(CN2CCCn3nc(C(=O)NCCN4CCOCC4)cc3C2=O)c1 | -1 | 3
Cc1nnc(Sc2cc(C(=O)NCCN(C)C)c3ccccc3n2)s1 | -16 | -2
CCC(C)NC(=O)C1Cc2ccc(OC)cc2N2CCN(c3ccccc3)CC12 (stereo not drawn) | -2 | 49
COc1cccc(NC(=O)NCCC2CCN(S(=O)(=O)c3ccccc3)CC2)c1 | -3 | 38
CN1CC(C(=O)N2CCc3ccccc32)CC1=O (stereo not drawn) | nt | -6
CCCN1CC=C2C(C#N)=C(N)C(C#N)(C#N)C3(C(=O)Nc4ccccc43)C2C1 (stereo not drawn) | -5 | 9

Some of these compounds in order of number of heavy atoms, rising.
SMILES | Pf apPOL inh | mHTT-CaM PPI inh
CCCC(=O)N1CCC(n2nnc3cc(F)ccc3c2=O)CC1 | -11 | 0
Cc1ccc(-n2[nH]c(C)c(C=Nc3ccc([N+](=O)[O-])cc3C)c2=O)cc1C | -5 | 1
O=C(NCC1CCCCC1)C1CCN(c2cncnc2N2CCOCC2)CC1 | -5 | 1
CCC(C)NC(=O)C1Cc2ccc(OC)cc2N2CCN(c3ccccc3)CC12 (stereo not drawn) | -2 | 49

Carrying on.
SMILES | Pf apPOL inh | mHTT-CaM PPI inh
CC(=O)N1c2ccccc2N(C)C(=O)C1(C)C | -5 | -5
COC(=O)c1sc(C(C)(C)C)cc1CSc1ccccn1 | -8 | nt
CCN1CCN(C(=O)c2cc3sc(C)c(CN4CCCC4)c3[nH]2)CC1 | 3 | 30
CCSc1nnc(NC(=O)c2ccc(C)c(S(=O)(=O)N3CCCC3)c2)s1 | -3 | 0
COCCNC(=O)N1CCN(CC(=O)c2cccs2)CC1 | -2 | -3
Oc1cccc(Nc2nc(-c3ccccn3)cs2)c1 | -4 | 99*
Cc1cccc(-c2nnc3ccc(NS(=O)(=O)c4ccc(C)c(C)c4)nn23)c1 | 50 | -1
Cc1ccc(C2=NN(C(=O)CN3CCOCC3)C(c3ccc(Cl)cc3)C2)cc1C (stereo not drawn) | 1 | 15
CCOC(=O)C(C)Sc1ccc(NC(=O)c2ccco2)nn1 (stereo not drawn) | -9 | -13
CNc1c(N=O)ccc2ccccc12 | nt | 34
COc1cccc(CN2CCc3nc(N4CCN(c5ccc(F)cc5)CC4)ncc3C2)c1 | 1 | -5
NC(=S)c1cnc(-c2ccncc2)nc1N | 8 | nt

3 entries picked at random from those above, as already listed:
SMILES | Pf apPOL inh | mHTT-CaM PPI inh
Cc1cccc(-c2nnc3ccc(NS(=O)(=O)c4ccc(C)c(C)c4)nn23)c1 | 50 | -1
CCN1CCN(C(=O)c2cc3sc(C)c(CN4CCCC4)c3[nH]2)CC1 | 3 | 30
Oc1cccc(Nc2nc(-c3ccccn3)cs2)c1 | -4 | 99*

Going on with the list:
SMILES | Pf apPOL inh | mHTT-CaM PPI inh
CCN1C(=O)C(C)(C(=O)Nc2ccc(OC)c(Cl)c2)Oc2cccnc21 (stereo not drawn) | 3 | -5
COc1ccc(-c2ncc3c(n2)CCN(C(=O)c2ccc(C)c(F)c2)C3)cc1 | -6 | 2
CC(C)CNC(=O)c1cc(-c2ccc(F)cc2)ns1 | -5 | -10
CCn1cnnc1C1CCN(CCOc2ccccc2)CC1 | -5 | 2
Cc1cccc(C2CN(C)CCc3c2cc(O)c(O)c3Cl)c1 (stereo not drawn) | -3 | nt
COc1ccc(OCCCC(=O)Nc2ccc([N+](=O)[O-])cc2)cc1 | 5 | 1
Cc1cc(C)n(CCC(=O)N2CCCn3cc(-c4ccccc4)nc32)n1 | 2 | 18
O=C(C1CC(=O)N(c2ccccc2)C1)N1CCCCCC1 (stereo not drawn) | -1 | 1
COc1cc(/C=c2\sc3nc4c(C)cccc4n3c2=O)ccc1O | 2 | 19
Cc1ccccc1OCCNS(=O)(=O)c1cccc([N+](=O)[O-])c1 | -1 | 5
O=C(CS(=O)(=O)c1cn(Cc2ccc(F)cc2)c2ccccc12)NC1CCCCC1 | -3 | -1
CC1(C)OC(=O)C(=CN2CCCC2C(=O)O)C(=O)O1 (stereo not drawn) | 3 | -4
CCN1CCN(C(=O)C2(c3ccc(NS(=O)(=O)CC)cc3)CCCCC2)CC1 | 1 | 0
C[C@H]1[C@@H]2C[C@H]([C@H]3CCCCN31)[C@H](OC(=O)NCCCc1ccccc1)C2 | -9 | 40
O=C(COc1ccc(Cl)cc1Cl)Nc1ccc(-c2nc3ncccc3o2)cc1 | -4 | 1
COc1ccc(NC(=O)Nc2cccc(C)n2)cc1 | 4 | -6
O=C1OC(c2ccc(-c3ccccc3)cc2)=N/C1=C\c1cccnc1 | -2 | 4
COc1ccc(-c2ccc3nc(N4CCC(C(=O)NC5CC5)CC4)sc3n2)cc1 | 0 | 2
O=C(c1ccccc1)c1ccc(NC(=O)c2ccccc2F)c(NC(=O)c2ccccc2F)c1 | -13 | -4
O=[N+]([O-])c1cccc(-c2nnc(-c3ccc4c(c3)OCO4)o2)c1 | -1 | 12
CCC1CCCCN1C(=O)NC1CCCCC1 (stereo not drawn) | -3 | -4
O=[N+]([O-])c1ccc(C2Nc3c(I)cccc3C3C=CCC32)cc1 (stereo not drawn) | 4 | 49
Cc1ccc(CNC(=O)C2(c3ccc(NS(C)(=O)=O)cc3)CCCCC2)cc1 | 9 | -10
O=C(NCc1ccncc1)c1cn2ccnc(-c3ccc(F)cc3)c2n1 | -1 | 4

Profiles, looked up by structure:
`C[C@H]1[C@@H]2C[C@H]([C@H]3CCCCN31)[C@H](OC(=O)NCCCc1ccccc1)C2` across the screens: Pf apPOL inh: -9; mHTT-CaM PPI inh: 40
`O=C1OC(c2ccc(-c3ccccc3)cc2)=N/C1=C\c1cccnc1` across the screens: Pf apPOL inh: -2; mHTT-CaM PPI inh: 4

(listing goes on)
SMILES | Pf apPOL inh | mHTT-CaM PPI inh
COc1cccc(C2=CC(c3ccc(OC)cc3OC)n3nnnc3N2)c1 (stereo not drawn) | -14 | -1
COCCN=C1Nc2ccccc2CNC12CCN(C(=O)Cc1cccc(C)c1)C2 (stereo not drawn) | -3 | 20
C=CCc1c(C)nc(NC(C)=O)[nH]c1=O | -4 | 1
COc1ccccc1NC(=O)c1ccnc(N2CCC(C(=O)NCc3ccccc3)CC2)c1 | -2 | 1
O=c1cc(-c2cc3ccccc3o2)c2cc3c(cc2o1)CCCC3 | -3 | 2
COCCN1CCC(N2CCCN(C(=O)Nc3ccc(C)cc3C)CC2)C1=O (stereo not drawn) | -4 | 5
CCCCC(=O)Nc1c2c(nc3c1CCC3)CCCC2 | -3 | 0
Cc1cc(C)cc(C(=O)NCc2nn(C)c3ccccc23)c1 | 5 | 20
Cc1ccc(CNC(=O)C2CCN(c3nccn4nc(-c5cccs5)cc34)CC2)cc1 | -6 | 18
Cc1cc(C)c(CSc2nc(N)cc(=O)[nH]2)c(C)c1 | -7 | 1&8
Cc1ccc(C(=O)N2CCC(c3nc(CCNC(=O)C(C)C)cs3)CC2)cc1 | -2 | 11
Cc1ccc(C(O)CN2CCN(c3cccc(C)c3)CC2)cc1 (stereo not drawn) | -2 | -3
CCn1c(=O)c([N+](=O)[O-])c(Cl)c2ccccc21 | -7 | 37
Cc1cc(C)c(S(=O)(=O)Nc2ccccc2C(F)(F)F)c(C)c1 | 9 | -19
O=C(NC(Nc1ccc(Cl)c(Cl)c1)C(=O)c1ccccc1)c1cccs1 (stereo not drawn) | -7 | 90*
O=C1N(C2CCCCC2)C(=NC2CCCCC2)SC12CC2 | -9 | nt
COc1ccccc1NC(=O)N1CCOc2ccccc21 | -6 | -7
Cc1ccc(C)c(Cc2c(C)nc3c(C(=O)O)c[nH]n3c2=O)c1 | 28 | 3
CC(=O)N1CCC2(CC1)SCC(=O)N2c1ccc(C)cc1 | 1 | 0
CC(=O)N1CCn2c3c(c(=O)c4cc(C)ccc42)CCC31 (stereo not drawn) | -4 | -2
O=C(O)c1nsnc1C(O)C(O)C(=O)O (stereo not drawn) | nt | -3
Cn1nc(C(=O)O)c2ccccc2c1=O | -5 | 2
CC(=O)Nc1nc2n(n1)C(c1ccccc1)C=C(c1ccccc1)N2 (stereo not drawn) | 15&1 | 13&5
O=S(=O)(c1ccc2nncn2c1)N(Cc1cc(F)cc(F)c1)c1ccccc1 | -3 | 7
Cc1c(C(=O)Nc2ccc3c(c2)OCCO3)sc2ncn(Cc3cccc(F)c3)c(=O)c12 | -4 | -1
Fc1ccc(SCCc2ccccn2)cc1 | -8 | -12
COc1cccc(C2Nc3ccccc3-c3nnc(SC)nc3O2)c1OC (stereo not drawn) | 0 | 0
CCC(C(=O)NCc1ccsc1)c1ccccc1 (stereo not drawn) | -5 | -17
COc1cccc(-c2cn3nc(-c4cccs4)sc3n2)c1 | -3 | nt
CC(C)CCNC(=O)c1cccc(C(=O)NCCC(C)C)c1 | -2 | 6
Cc1cc(C)c(S(=O)(=O)NCc2cccnc2)cc1C | -6 | -2
O=C(NCc1ccco1)c1cccc(C2CCCN(C(=O)Nc3ccccc3)C2)c1 (stereo not drawn) | 4 | 4
CCC(C)NC(=O)C1CCN(c2ccc(Cl)cc2)C1=O (stereo not drawn) | -9 | -1
COc1ccccc1OCC(O)CN(C)C1CCCCC1 (stereo not drawn) | 0 | -2
COc1ccc(-c2cc(C(=O)N3CCN(c4ccccc4F)CC3)c3ccccc3n2)c(OC)c1 | 1 | 10
CC(=O)N1CCN(Cc2cc(=O)oc3cc(C)ccc23)CC1 | -5 | 3
Cc1ccc(C)c(CNC(=O)CN2CCc3ccccc3C2C(=O)N2CCC(C)CC2)c1 (stereo not drawn) | 2 | 12
O=C(Cn1cc2c(n1)CCCCC2)NCc1cccc(Cl)c1 | 0 | -7

High-throughput results: PubChem BioAssay, University of Kansas High Throughput Screening Laboratory
